RmlCD inh 1536 = inhibitors of Mycobacterium tuberculosis RmlC and RmlD coupled enzymes. P9WH09+P9WH11. RmlC+RmlD coupled enzyme assay, percent inhibition; primary screen in compound mixtures. inhibition, % at 3.6 µM. 0.03% of 160,000 active; in the data active = inhibition mostly above about 34%, no sharp cut-off; note: some results filed as inactive read as strong as hits
Target sequence (P9WH09 whole entry, looked up): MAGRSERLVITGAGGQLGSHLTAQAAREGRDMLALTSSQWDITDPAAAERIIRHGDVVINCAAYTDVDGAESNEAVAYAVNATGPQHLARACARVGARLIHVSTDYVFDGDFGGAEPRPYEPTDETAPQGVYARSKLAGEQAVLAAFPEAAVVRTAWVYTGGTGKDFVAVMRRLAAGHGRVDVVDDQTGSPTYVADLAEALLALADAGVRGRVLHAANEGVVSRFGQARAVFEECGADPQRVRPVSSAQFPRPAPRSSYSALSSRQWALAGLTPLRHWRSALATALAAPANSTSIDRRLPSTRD
Target sequence (P9WH11 whole entry, looked up): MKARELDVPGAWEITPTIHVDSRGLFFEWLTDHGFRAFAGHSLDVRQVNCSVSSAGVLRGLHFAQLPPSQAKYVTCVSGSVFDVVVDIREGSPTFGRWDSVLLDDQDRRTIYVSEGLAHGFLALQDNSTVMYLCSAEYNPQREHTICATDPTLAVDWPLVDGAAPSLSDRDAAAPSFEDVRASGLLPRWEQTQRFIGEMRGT
GlmU inhibition = inhibition of mycobacterial GlmU enzyme – biochemical, glucosamine-1-phosphate acetyltransferase (AID 1376); inhibition, %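 (tested at 30 µM in the primary screen)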, or IC50 in µM where a hit was titrated; 0.25% of 220,000 active; M. tuberculosis GlmU acetyltransferase enzyme assay; higher % means a stronger effect; in the data active = inhibition above about 13%;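 note: 0% = complete reaction with vehicle and 100% = reaction without substrate; strong numbers were not always called active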
* marks the source's active call; other numbers are inactive results. A portion of the library; the hit share may differ from the screen's.

C=C(C)CSc1nc(N)c2c(C)c(C)sc2n1 was read as RmlCD inh 1536 6.6 and GlmU inhibition -2.1%.
For Cc1ccc(C(=O)Nc2c(C)cc(-c3ccccc3)oc2=O)cc1 the results were RmlCD inh 1536 6.0 and GlmU inhibition -0.3%.
`Cn1c(Cc2ccccc2)n[nH]c1=S` gave GlmU inhibition 1.8%.
`CCOc1cc(/C=C2/NC(=S)NC2=O)ccc1OCc1ccc([N+](=O)[O-])cc1` gave RmlCD inh 1536 7.2 and GlmU inhibition 2.2%.
Screening O=C1CC(N2CCSCC2)C(=O)N1CCc1ccccc1 (stereo unspecified) returned RmlCD inh 1536 7.4 and GlmU inhibition 3.6%.
For CCCOc1ccc(C2C(C(=O)c3ccco3)=C(O)C(=O)N2CCCn2ccnc2)cc1 (stereo unspecified) the results were RmlCD inh 1536 3.4.
O=C(CN1C(=O)NC(Cc2c[nH]c3ccccc23)C1=O)Nc1cccc(S(=O)(=O)N2CCCC2)c1 (stereo unspecified) was read as GlmU inhibition 3.6%.
For COc1ccc(-c2nn(-c3ccccc3)cc2C(=O)O)cc1OC the results were RmlCD inh 1536 10.4 and GlmU inhibition 2.8%.
Nc1nc(-n2cnnc2)nn1-c1ccccc1 was read as RmlCD inh 1536 -2.9 and GlmU inhibition 6.9%.
For O=C(Nc1ccc(-c2nc3ccccc3o2)cc1)c1cccnc1 the results were RmlCD inh 1536 8.4 and GlmU inhibition 3.9%.
CCOC(=O)C1=C(C)N=C2SC(C)C(=O)N2C1c1cccc(F)c1 (stereo unspecified) was read as GlmU inhibition 0.4%.
For C/C(=N/NC(=O)c1ccoc1C)c1cccc(NC(=O)C(F)(F)F)c1 the results were RmlCD inh 1536 0.0 and GlmU inhibition 1.9%.
Screening COc1ccc(OC)c(Nc2ccc(C(=O)O)cc2[N+](=O)[O-])c1 returned RmlCD inh 1536 7.8 and GlmU inhibition -2.9%.
`O=S(=O)(c1ccccc1)N1N=C(c2cccs2)CC1c1ccc(F)cc1` (stereo unspecified) gave GlmU inhibition 1.1%.
`COC(=O)C(CCSC)NC(=O)Cn1ncc2c(=O)oc3ccc(C)cc3c21` (stereo unspecified) gave RmlCD inh 1536 11.5 and GlmU inhibition -6.4%.
Screening COC(=O)N1[C@H](Cc2ccccc2)C=C[C@]1(C)C(=O)NCc1ccccn1 returned GlmU inhibition -0.4%.
For CCCCOc1ccc(C(=O)NCC2(c3ccccc3)CCOCC2)cc1 the results were RmlCD inh 1536 1.3 and GlmU inhibition -1.7%.
`COc1ccc(OCC(=O)NCCC2=CCCCC2)c([N+](=O)[O-])c1` gave RmlCD inh 1536 5.8 and GlmU inhibition -2.6%.
COc1ccc(C(=O)N/N=C/c2c(C)[nH]c(=O)[nH]c2=O)cc1 was read as RmlCD inh 1536 11.2 and GlmU inhibition 1.6%.
Screening CC(C)C[C@@H]1NC(=O)[C@H](C(C)C)NC(=O)c2cc([N+](=O)[O-])cc(I)c2OCC[C@@H](C(N)=O)NC1=O returned GlmU inhibition 2.2%.
Screening O=c1c2ccccc2[nH]c(=S)n1CCC1=CCCCC1 returned RmlCD inh 1536 -13.1 and GlmU inhibition 2.5%.
`O=C(O)c1ccccc1C(=O)Nc1ccc(Oc2cccc3ccccc23)cc1` gave RmlCD inh 1536 5.7 and GlmU inhibition -0.5%.
Screening COc1cc(NC(=O)CN2C(=O)NC(C)(CCC(C)C)C2=O)cc(OC)c1 (stereo unspecified) returned GlmU inhibition -3.3%.
Screening CN(NC(=O)c1ccc(Cl)cc1Cl)C1=NS(=O)(=O)c2ccccc21 returned RmlCD inh 1536 5.8 and GlmU inhibition 4.0%.
O=C1CC(N2CCN(Cc3ccccc3)CC2)C(=O)N1c1ccccc1 (stereo unspecified) was read as RmlCD inh 1536 -10.2 and GlmU inhibition -4.4%.
Screening Cc1ccc(-c2csc3ncn(-n4c(C)ccc4C)c(=O)c23)o1 returned RmlCD inh 1536 -6.7 and GlmU inhibition 6.6%.
`COC(=O)CSc1nc(N)c2c3c(sc2n1)C(c1ccccc1)SC(c1ccccc1)C3` (stereo unspecified) gave RmlCD inh 1536 -0.5 and GlmU inhibition 0.2%.
`Cc1ccc(/C=C(\C#N)C(=O)NCCN2CCOCC2)cc1` gave RmlCD inh 1536 -8.0 and GlmU inhibition 8.1%.
Screening Oc1ccc(N2CCN(c3ncnc4sc(-c5ccccc5)cc34)CC2)cc1 returned RmlCD inh 1536 11.8 and GlmU inhibition -3.6%.
CCN(CC)S(=O)(=O)c1ccc(/C=C/C(=O)O)cc1 was read as RmlCD inh 1536 7.4 and GlmU inhibition -0.6%.
`Cc1ccc(C2(C)NC(=O)N(CC(=O)NCc3cccs3)C2=O)cc1` (stereo unspecified) gave RmlCD inh 1536 -5.1 and GlmU inhibition 3.2%.
Screening CC1CCc2c(sc3nc(CN4CCOCC4)nc(N4CCc5ccccc5C4)c23)C1 (stereo unspecified) returned RmlCD inh 1536 -7.7 and GlmU inhibition 0.9%.
`Cc1nc2ncnn2c(C)c1CCC(=O)N1CCN(C(=O)c2ccco2)CC1` gave RmlCD inh 1536 -2.6 and GlmU inhibition 5.2%.
Screening O=C(O)CCSc1nnc(COc2cccc3ccccc23)n1-c1cccc(Cl)c1 returned RmlCD inh 1536 -3.7 and GlmU inhibition 3.4%.
Screening COc1ccc(CCN(C)C2CC(=O)N(c3ccccc3)C2=O)cc1OC (stereo unspecified) returned RmlCD inh 1536 8.6 and GlmU inhibition 1.6%.
O=S(=O)(NCCc1csc(-c2cccnc2)n1)c1cccs1 was read as GlmU inhibition 1.8%.
`CC(=O)Nc1ccc2nsnc2c1` gave RmlCD inh 1536 2.6 and GlmU inhibition -1.9%.
CC1Cc2ccccc2N1C(=O)COC(=O)CNC(=O)c1ccc(Br)o1 (stereo unspecified) was read as RmlCD inh 1536 8.9 and GlmU inhibition -0.1%.
Screening C#CCCCCCCC#CCN(C)C returned RmlCD inh 1536 1.2 and GlmU inhibition 3.3%.
`CCCCn1c(SCC(=O)NCc2ccco2)nc2cc(S(N)(=O)=O)ccc21` gave RmlCD inh 1536 -9.2 and GlmU inhibition -1.1%.
Screening Cc1cc(NC(=O)CSc2nccn2-c2ccc([N+](=O)[O-])cc2)no1 returned RmlCD inh 1536 5.5 and GlmU inhibition 2.4%.
For COc1ccc(NCc2nnc(SCC(=O)NCc3ccco3)n2-c2ccccc2OC)cc1 the results were GlmU inhibition 2.1%.
For C/C(CC(=O)Nc1ccc(N(C)C)cc1)=N\NC(=O)c1cnccn1 the results were GlmU inhibition -1.9%.
Screening CC(C)C(C)NC(=O)COc1ccc(S(=O)(=O)N2CCOCC2)cc1Cl (stereo unspecified) returned RmlCD inh 1536 6.5 and GlmU inhibition -8.5%.
Cc1nc(NC(=O)/C=C/c2ccccc2)sc1C(=O)Nc1cccc(Cl)c1 was read as RmlCD inh 1536 -6.9 and GlmU inhibition -2.4%.
`O=C(COc1ccc(Cl)cc1)NCCSCc1cccc(Cl)c1` gave GlmU inhibition -2.3%.
`COc1ccc(CC(=O)NCC2(N3CCCCC3)CCCCC2)cc1` gave RmlCD inh 1536 -4.5 and GlmU inhibition -8.8%.
Screening Cc1cccc(Nc2nnc(SCC(=O)NCc3cccs3)s2)c1 returned RmlCD inh 1536 2.3 and GlmU inhibition 1.6%.
For Cc1cccc(N=C2NN=C(c3ccc4c(c3)OCCO4)CS2)c1 the results were RmlCD inh 1536 -1.0 and GlmU inhibition -1.1%.
Screening Cc1ccc2c(-c3ccc([N+](=O)[O-])cc3)cc(=O)[nH]c2c1 returned RmlCD inh 1536 9.8 and GlmU inhibition -1.9%.
For CC1(C)CC(=O)C=C(Nc2ccc3c(c2)OCCO3)C1 the results were RmlCD inh 1536 15.8 and GlmU inhibition 4.7%.
For NS(=O)(=O)c1ccc(NC(=S)Nc2ccc(S(=O)(=O)N3CCCC3)cc2)cc1 the results were RmlCD inh 1536 10.3 and GlmU inhibition -5.6%.
`COc1cccc(CC2(CO)CCCN(Cc3ccc(CN4CCCCC4)s3)C2)c1` (stereo unspecified) gave RmlCD inh 1536 10.8 and GlmU inhibition -6.8%.
For Cc1ccc(-n2[nH]c(C)c(C=NC34CN5CN(CN(C5)C3)C4)c2=O)cc1C the results were RmlCD inh 1536 8.6 and GlmU inhibition -3.9%.
For N#Cc1c(C(F)(F)F)cc(-c2ccco2)nc1SCc1ccccn1 the results were RmlCD inh 1536 2.1 and GlmU inhibition 0.9%.
Screening Cc1ccc(C)c(S(=O)(=O)N2CCN(Cc3ccc(O)c4ncccc34)CC2)c1 returned RmlCD inh 1536 2.7 and GlmU inhibition -5.8%.
`Cn1c(SCC(N)=O)nnc1C1CCN(C(=O)NC2CCCCC2)CC1` gave RmlCD inh 1536 9.3 and GlmU inhibition 3.9%.
`Cc1ccc(S(=O)(=O)NCC(=O)N(CC(=O)NC2CCCC2)c2ccc3c(c2)OCCO3)cc1` gave RmlCD inh 1536 -3.0 and GlmU inhibition -0.6%.
For S=c1[nH]cc(-c2ccc(Cl)cc2)n1Cc1ccccc1 the results were RmlCD inh 1536 -5.8 and GlmU inhibition 6.0%.
Screening Cc1csc(NC(=O)C2C3C=CC(O3)C2C(=O)O)n1 (stereo unspecified) returned GlmU inhibition 1.2%.
CCS(=O)(=O)N1Cc2ccccc2CC1C(=O)Nc1nc2ccc(C)cc2s1 (stereo unspecified) was read as RmlCD inh 1536 7.4 and GlmU inhibition -1.4%.
`COC(=O)c1[nH]c2ccc(C)cc2c1NC(=O)NC1CCCCC1` gave GlmU inhibition 0.7%.
`CCOc1ccccc1-n1c(SCC(=O)N2CCCC2)nnc1-c1ccoc1C` gave RmlCD inh 1536 6.0 and GlmU inhibition 3.5%.
`O=C(CSc1nncs1)NCCCc1ccccc1` gave RmlCD inh 1536 9.5 and GlmU inhibition 4.4%.
`CCc1ccc(NC(=O)Cn2c(SC)nc3ccccc32)cc1` gave GlmU inhibition 5.3%.
For CCCCCCCc1c(O)nc(SCCN2CCOCC2)[nH]c1=O the results were RmlCD inh 1536 -3.4 and GlmU inhibition 0.9%.
`Cc1cccc(NC(=O)CSc2nc(N)c(NC(=O)c3cccs3)c(=O)[nH]2)c1C` gave GlmU inhibition -0.9%.
`Nc1ccc(-n2cnc3cc([N+](=O)[O-])ccc32)cc1` gave RmlCD inh 1536 3.2 and GlmU inhibition -3.5%.
For CC1CCN(CCc2nc3cc(NS(=O)(=O)c4ccc(F)cc4)ccc3n2C)CC1 the results were RmlCD inh 1536 -8.5 and GlmU inhibition -4.7%.
COC(=O)c1cc(OC)c(OC)cc1NC(=O)c1ccoc1C was read as RmlCD inh 1536 1.1 and GlmU inhibition -3.4%.
For COc1cc(/C=C/C(=O)OCC(=O)NC(=O)NC(C)C)cc(S(=O)(=O)N2CCc3ccccc32)c1OC the results were RmlCD inh 1536 -12.5 and GlmU inhibition 0.1%.
Screening COc1ccc(Cn2cc(F)c(=O)n(C)c2=O)cc1[N+](=O)[O-] returned RmlCD inh 1536 7.1 and GlmU inhibition -2.1%.

In the list so far, two have a cyano group:
`Cc1ccc(/C=C(\C#N)C(=O)NCCN2CCOCC2)cc1` gave RmlCD inh 1536 -8.0 and GlmU inhibition 8.1%.
For N#Cc1c(C(F)(F)F)cc(-c2ccco2)nc1SCc1ccccn1 the results were RmlCD inh 1536 2.1 and GlmU inhibition 0.9%.

Quoted at random: 2 entries already listed.
Screening Cc1cccc(Nc2nnc(SCC(=O)NCc3cccs3)s2)c1 returned RmlCD inh 1536 2.3 and GlmU inhibition 1.6%.
Screening CC(C)C[C@@H]1NC(=O)[C@H](C(C)C)NC(=O)c2cc([N+](=O)[O-])cc(I)c2OCC[C@@H](C(N)=O)NC1=O returned GlmU inhibition 2.2%.

Compounds shown so far with a CF3 group, in the order listed:
For C/C(=N/NC(=O)c1ccoc1C)c1cccc(NC(=O)C(F)(F)F)c1 the results were RmlCD inh 1536 0.0 and GlmU inhibition 1.9%.
For N#Cc1c(C(F)(F)F)cc(-c2ccco2)nc1SCc1ccccn1 the results were RmlCD inh 1536 2.1 and GlmU inhibition 0.9%.

(continued)
Screening Cc1cc(Nc2cnc3ccccc3n2)n(-c2ccccc2)n1 returned RmlCD inh 1536 -4.2 and GlmU inhibition 0.8%.
Screening Cc1cc(C)c2c(n1)nn1c(NCCN3CCOCC3)cc(C)nc21 returned RmlCD inh 1536 13.3 and GlmU inhibition 0.7%.
`CSc1ccc(CNc2ccccc2)cc1` gave RmlCD inh 1536 -8.8 and GlmU inhibition -1.1%.
For CC(C)CC1CC(C)(c2csc(NNC(=O)c3ccccc3)n2)OC1=O (stereo unspecified) the results were RmlCD inh 1536 7.4 and GlmU inhibition 5.5%.
For CCOc1ccc(C(=O)NC(=S)Nc2cccnc2)cc1[N+](=O)[O-] the results were RmlCD inh 1536 -4.1 and GlmU inhibition 1.2%.
For Cc1nc(SCC(=O)N2CCN(c3ccccc3)CC2)c2c(=O)n(C)c(=O)n(C)c2n1 the results were GlmU inhibition -3.2%.
COc1ccc(C(=O)NC2(C(F)(F)F)NC(=O)N(CCCc3ccccc3)C2=O)c(OC)c1OC (stereo unspecified) was read as RmlCD inh 1536 14.6 and GlmU inhibition 0.6%.
Screening COc1ccc(C)cc1NC(=O)c1ccc2c(c1)OCO2 returned RmlCD inh 1536 24.1 and GlmU inhibition -2.0%.
N/C(CN1CCCC1=O)=N\OC(=O)c1ccccc1Cl was read as GlmU inhibition 7.0%.
For CCc1ccccc1NC(=O)N1CCC(NC(=O)C(Cc2ccc(OC)c(OC)c2)NC(C)=O)CC1 (stereo unspecified) the results were GlmU inhibition 3.2%.
Screening CCCCOc1ccc(/C=C/C(=O)Nc2ccc([N+](=O)[O-])cc2C)cc1 returned RmlCD inh 1536 5.4 and GlmU inhibition -4.9%.
Cc1oc(-c2ccccc2)cc1C(=O)NC(Cc1c[nH]c2ccccc12)C(=O)O (stereo unspecified) was read as RmlCD inh 1536 1.3 and GlmU inhibition 3.5%.
N#CC1=C(N)SC(N)=C(C#N)C1c1cccc(O)c1 was read as GlmU inhibition 0.6%.
COc1ccc(N/C=C/c2nc(SC)nnc2C)cc1 was read as RmlCD inh 1536 4.0 and GlmU inhibition -4.5%.

Screening results deposited in PubChem BioAssay by several laboratories.
